# Screens: PubChem BioAssay, National Center for Advancing Translational Sciences (NCATS)
# Mito fusion yeast – blocks mitochondrial division or promotes mitochondrial fusion; Potency, µM (highest dose often 46.1 µM), for inactives: at the highest dose growth rescue (activation), usual class: activators; AID 485298; S. cerevisiae fusion-defective mutant growth rescue, CellTiterGlo 48 h; 320,000 compounds, 0.23% hits;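 note: potency is the fitted concentration of half-maximal effect; % of control where 0% means no effect; nearly all actives have a fitted effect of over 45% in size; temperature-sensitive fusion mutants such as fzo1-1 at 37 °C on non-fermentable ethanol glycerol medium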
#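 Temperature-sensitive fusion-defective S. cerevisiae (e.g. fzo1-1, mgm1-5) were grown with compound in YPEG medium (3% ethanol, 3% glycerol) for 48 hours at 37C. Growth rescue was measured as viability by CellTiterGlo luminescence after 10 minutes at ambient.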
# VP16 counter – counter-screen for ROR gamma inhibitors: Gal4-VP16 reporter; Drosophila S2 Gal4-VP16 UAS-luciferase, luminescence, 20 h; 310,000 compounds, 3.5% hits; Potency, µM (doses to about 53.6 µM), inactives show at the highest dose activity, negative = inhibition, actives largely listed as inhibitors; AID 2546;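 note: Gal4-VP16 expression switched on by copper sulfate through the metallothionein promoter; potency is the fitted concentration of half-maximal effect; % is set by controls: 0 for no effect and ±100 for the full control effect; nearly all actives have a fitted effect of over 50% in size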
# NPC1 prom act – activators of NPC1 promoter; AID 485313; 320,000 compounds, 2.4% hits; Potency, µM (top dose mostly 9.22 µM), without a hit: top-dose activation, hits mostly activators; Huh7 NPC1 promoter luciferase reporter, 24 h;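 note: potency is the fitted concentration of half-maximal effect; % of control where 0% means no effect; nearly all actives have a fitted effect of over 60% in size; reporter is driven by a mutant NPC1 promoter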
#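 Cells: Huh7 expressing luciferase under the NPC1 promoter, 1500/well. Seeded 2 h, compound added, incubated 24 h at 37 °C. Luciferase reagent, 10 min ambient, then luminescence.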
# RORgamma inh – blocks mouse ROR gamma transcriptional activity; Drosophila S2 Gal4-RORgamma UAS-luciferase reporter, 20 h; 310,000 compounds, 5.4% hits; P51450; AID 2551; Potency, µM (doses to about 53.6 µM), inactives show top-dose activity change, negative = inhibition, actives largely listed as inhibitors; note: potency is the fitted concentration of half-maximal effect; % is set by controls: 0 for no effect and ±100 for the full control effect; nearly all actives have a fitted effect of over 60% in size
#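 Drosophila S2 cells stably expressing Gal4-DBD/mouse RORγ fusion under metallothionein promoter plus UAS-luciferase; compound 1 h, then 700 uM CuSO4 induction for 20 h at ambient temperature; inhibition read as reduced luminescence.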
# Menin MLL FP TR – inhibitors of human menin-MLL interaction, mutant MLL peptide; O00255; Menin + Texas Red MLL mutant peptide, fluorescence polarization; Potency, µM (top dose mostly 61.6 µM), without a hit: at the highest dose FP activity change, negative = inhibition, most hits filed as inhibitors; 270,000 compounds, 0.23% hits; AID 1768; active = well fitted inhibition curve with a large enough effect in the polarisation, with a control signal flat, not every such curve was filed as active; inconclusive = small, poorly fitted or top-dose-only effect, or effect the other way, or a change in a side signal; inactive = no such curve, though single readings can be large or run the other way; the % refers to the polarisation; note: potency is the fitted concentration of half-maximal effect; % of control where 0% means no effect; many of its hits are not listed in these tables
# PKM2 activator – PKM2 (human) enzyme activation. 260,000 compounds, 0.34% hits. AID 1631. purified PKM2, Kinase-Glo ATP luminescence, activation; response scale: 0% is enzyme alone, no compound. Potency, µM (highest dose often 57.5 µM), for the others: at the top dose activation, hits mostly activators; note: potency is the fitted concentration of half-maximal effect; % is set by controls: 0 for no effect and ±100 for the full control effect; nearly all actives have a fitted effect of over 55% in size
# Target sequence (P14618 whole entry, looked up): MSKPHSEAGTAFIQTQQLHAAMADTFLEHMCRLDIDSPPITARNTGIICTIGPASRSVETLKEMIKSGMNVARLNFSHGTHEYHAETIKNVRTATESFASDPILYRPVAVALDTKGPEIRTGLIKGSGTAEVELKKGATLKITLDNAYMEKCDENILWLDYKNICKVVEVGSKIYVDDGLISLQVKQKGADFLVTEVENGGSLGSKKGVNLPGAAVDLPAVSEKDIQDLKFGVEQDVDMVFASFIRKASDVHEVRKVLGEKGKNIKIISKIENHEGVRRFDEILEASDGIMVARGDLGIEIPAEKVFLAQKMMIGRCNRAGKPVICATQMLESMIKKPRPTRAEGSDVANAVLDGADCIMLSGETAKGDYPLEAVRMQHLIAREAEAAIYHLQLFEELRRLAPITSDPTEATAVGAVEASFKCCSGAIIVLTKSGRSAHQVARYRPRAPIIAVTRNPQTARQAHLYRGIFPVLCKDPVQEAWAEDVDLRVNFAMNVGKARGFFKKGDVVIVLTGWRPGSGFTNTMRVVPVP
#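 Purified hPK-M2 (>95% pure) converted ADP (0.1 mM final) to ATP with 0.5 mM PEP in 50 mM imidazole pH7.2, KCl, MgCl2, Tween 20, BSA; 1 h at room temperature. ATP detected by Kinase-Glo luminescence.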
# MBNL1 CUG block – MBNL1-poly(CUG) RNA binding inhibition; TR-FRET MBNL1-His/biotin-(CUG)12 binding, 665/545 ratio; 280,000 compounds, 0.036% hits; Potency, µM (titrated, usually from 57.5 µM), for the others: at the top dose activity change, negative = inhibition, hits mostly inhibitors; Q9NR56; active = well fitted inhibition curve with a large enough effect in the signal ratio, with a control signal flat, not every such curve was filed as active; inconclusive = small, poorly fitted or top-dose-only effect, or effect the other way, or a change in a side signal; inactive = no such curve, though single readings can be large or run the other way; the % refers to the signal ratio; note: potency is the fitted concentration of half-maximal effect; % is set by controls: 0 for no effect and ±100 for the full control effect
#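 Ratiometric TR-FRET (665 over 545 nm, excitation 340 nm) tracks disruption of MBNL1-His/biotin-(CUG)12 complex after 60 min at room temperature, with compounds at 92 nM to 58 uM final.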
# ELG1 repair inh – blocks ELG1-dependent DNA repair in HEK293T cells. HEK293T ELG1-luciferase reporter, luminescence, 16 h; DNA damage induced by 5-fluorouridine. Potency, µM (highest dose often 46.1 µM), for the others: top-dose activity change, negative = inhibition, usual class: inhibitors. 330,000 compounds, 2.3% hits; note: potency is the fitted concentration of half-maximal effect; % is set by controls: 0 for no effect and ±100 for the full control effect; nearly all actives have a fitted effect of over 55% in size
#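 In this reporter screen, reduction of luminescence relative to DMSO vehicle indicated activity. Compounds and 5-fluorouridine were added together to 2,000 cells per well, incubated for 16 hr at 37 °C, then developed with ONE-Glo.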
# KCNH2 3.1 inh – KCNH2 3.1 (human) potassium channel inhibition; 340,000 compounds, 0.95% hits; U2OS KCNH2 3.1, thallium flux FluxOr; active compounds read low; activity change, % (tested at about 1.8 µM);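 active = maximum activity change below -70%; inconclusive = maximum activity change from -70% to -50%; inactive = maximum activity change above -50%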;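 note: thallium influx rate constant from kinetic fluorescence after stimulation buffer; % is set by controls: 0 for no effect and ±100 for the full control effect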
#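 We transduce U2OS cells with the mutant 3.1 virus, culture them overnight, load FluxOr with Red40 quencher for 45 min, then add stimulation buffer and read kinetically for 2 min to derive a normalized rate constant.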
# FLuc counter – counter-screen for miR-21 project: firefly luciferase inhibitors or activators. P08659. purified FLuc, Km substrates, luminescence inhibition. Potency, µM (top dose mostly 57.5 µM), inactives show at the top dose activity change, negative = inhibition, most hits filed as inhibitors. 360,000 compounds, 6.9% hits. AID 588342;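 note: potency is the fitted concentration of half-maximal effect; plate controls were vehicle for no effect and reference inhibitor for full effect; nearly all actives have a fitted effect of over 55% in size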
# Target sequence (P08659 whole entry, looked up): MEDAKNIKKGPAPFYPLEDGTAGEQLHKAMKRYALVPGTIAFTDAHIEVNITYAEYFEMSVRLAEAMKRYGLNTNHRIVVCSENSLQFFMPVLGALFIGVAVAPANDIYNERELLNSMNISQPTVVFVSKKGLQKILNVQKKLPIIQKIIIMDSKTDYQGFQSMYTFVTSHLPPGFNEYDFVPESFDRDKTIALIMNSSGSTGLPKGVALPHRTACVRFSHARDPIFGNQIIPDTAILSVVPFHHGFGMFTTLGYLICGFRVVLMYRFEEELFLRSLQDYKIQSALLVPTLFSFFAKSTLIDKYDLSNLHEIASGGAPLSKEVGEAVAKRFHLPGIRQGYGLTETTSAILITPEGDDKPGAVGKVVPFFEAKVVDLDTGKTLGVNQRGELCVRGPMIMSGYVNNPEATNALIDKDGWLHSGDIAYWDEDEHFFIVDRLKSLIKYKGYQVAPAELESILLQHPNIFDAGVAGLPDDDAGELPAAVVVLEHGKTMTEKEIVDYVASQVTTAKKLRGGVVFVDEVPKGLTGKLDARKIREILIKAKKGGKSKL
#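 Biochemical qHTS of compounds, final roughly 60 µM downward over six points, against 10 nM purified firefly luciferase using Km concentrations of substrates (10 uM D-luciferin, 10 uM ATP) in Tris acetate pH 7.5 buffer; luminescence output.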
# Rab9 prom act – Rab9 promoter activation | Huh7 Rab9 promoter-luciferase reporter, luminescence, 24 h | Potency, µM (titrated, usually from 9.22 µM), for the others: at the top dose activation, negative = inhibition, most hits filed as activators | 320,000 compounds, 2.8% hits; note: potency is the fitted concentration of half-maximal effect; % of control where 0% means no effect; nearly all actives have a fitted effect of over 60% in size
#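 Luciferase signal after 10 min detection reagent at ambient indicates Rab9 promoter upregulation; stably transfected Huh7 cells were treated 24 h with compound in DMSO at 37 °C, 5% CO2.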
# Active calls of the source: *; ? = inconclusive; / = no result given; & = joins results of further samples; [ ] = another dose, or the depositor's remark. Unless noted, calls come from the whole dose curve; as a rule, active = well fitted curve in the direction sought with a large enough effect; inconclusive = small, poorly fitted or top-dose-only effect, or another doubt; inactive = no such curve, though single readings can be large; an effect the other way counts as inactive or inconclusive.
SMILES,Mito fusion yeast,VP16 counter,NPC1 prom act,RORgamma inh,Menin MLL FP TR,PKM2 activator,MBNL1 CUG block,ELG1 repair inh,KCNH2 3.1 inh,FLuc counter,Rab9 prom act
Cc1cc(CN(C)C)c(OC(=O)N(C)C)cc1C,1%,1%,0%,?,-1%,0%,10%,-4%,11,1%,4%
CC/C(=N\NC(=O)c1ccccc1O)c1c(O)n(C2CCCCC2)c(=O)[nH]c1=O,-2%,8.9µM*,-2%,2.5µM*,/,/,3%,0%,-12,?,9%
CCC(COC(=O)c1cc(OC)c(OC)c(OC)c1)(c1ccccc1)N(C)C (stereo not given),-1%&1%,-11%&6%,9%&-5%,-3%&-1%,?,/,-28%,3%&-14%,-6&-7&11,6%&8%,-6%&-2%
CCSc1nnc([C@@H](N)Cc2ccccc2)o1,0%,-11%,0%,?,0%,-4%,-2%,?,-7,16%,1%
Cc1cc(NC(=O)COC(=O)c2c(C)nn(Cc3ccccc3Cl)c2Cl)no1,-1%,-7%,-3%,21%,?,-2%,-3%,24%,6,1%,-2%
Clc1ccc2[nH]c3c(c2c1)CCNC3,-17%,/,-2%,/,1%,-11%,-2%,6%,-5,0%,0%
CCN(CC)C(=O)COc1cc(C)cc2oc(=O)c3c(c12)CCCC3,3%,?,-1%,?,-19%,0%,0%,?,5,0%,0%
COc1ccc(C(=O)OC2CC[C@@]3(C)C4CCC5[C@]6(O)CC(O)[C@@]7(O)C(CN8CC(C)CCC8[C@@]7(C)O)[C@]6(O)C[C@@]53O[C@]24O)cc1OC (stereo not given in full),3%,3%,-2%,-12%,-14%,1%,1%,3%,3,4%,3%
Oc1c(Br)c(Br)c(Br)c(Br)c1Br,-18%,?,0%,-30%,/,/,/,-1%,-2,-14%,3%
O=C(Cc1cccs1)N1CCC2(CC1)OCCO2,1%,5%,15%,2%,7%,2%,2%,1%,13,-2%,-3%
Cc1nnc2ccc(N3CCN(C)CC3)nn12,0%,-7%,1%,-6%[10 µM],17%,1%,-2%,?,-8,1%,-6%
COc1ccc(-c2nn(CCC#N)cc2C(=O)Nc2ccccc2Cl)cc1,5%,-8%,-1%,27%,-4%,0%[11.5 µM],1%,-19%,15,5%,-1%
Cc1cc(C(C#N)c2ccc(Cl)cc2)c(Cl)cc1NC(=O)c1cc(I)cc(I)c1O (stereo not given),-31%[inhibitor],?,-2%,-72%,?,/,/,3%,-8,4%,-1%
COc1ccc(NC(=O)CCn2cc(C)c3ccccc32)cc1,13%,23%,16%,32%,?,/,-5%,?,-2,?,3%
CCCn1c(C(=O)c2ccccc2)nc2ccccc21,?,12%[10 µM],0%,-34%,-2%,-10%,-3%,6%,-16,-14%,-3%
Cc1ccc(CNC2=NCCS2)cc1,-9%,-3%,16%,-23%,/,-10%,-6%,3%,3,?,14%
O=C(Cc1c(Cl)cccc1Cl)N1CCN(Cc2ccccc2)CC1,20%,-22%,-4%,5%,?,/,0%,-19%,-8,-5%,-1%
COc1ccc(CCn2c(O)c(/C=N/N3CCOCC3)c(=O)[nH]c2=O)cc1OC,-3%,-1%,-4%,-2%,/,-1%,7%,18µM*,-18,5%,-5%
O=C1NC(=O)C(=Cc2ccc(Oc3ccc([N+](=O)[O-])cc3)cc2)C(=O)N1,2%,13%[10 µM],-3%,16%,-8%,2%,?,-8%,2,-1%,-1%
CCN1CCN(C(=O)COc2ccc(S(=O)(=O)Nc3ccc(Cl)cc3)cc2)CC1,3%,-7%,-3%,3%,3%,5%,-7%,-11%,-15,-2%,-1%
COc1cccc(NC(=O)[C@@H](NC(=O)N2C[C@H]3C[C@@H](C2)c2cccc(=O)n2C3)C(C)C)c1,5%,2%,2%,-4%,20%,0%,-14%,17%,5,-3%,-4%
CCC1(c2ccccc2)C(=O)N(COC)C(=O)N(COC)C1=O,0%,-6%,0%,0%,-16%,-3%,3%,0%,11,-3%,-5%
COc1ccc(-n2c(-c3ccccc3)nc3ccccc3c2=O)cc1,3%,-10%,-1%,-12%,/,0%,-9%,0%,8,0%,10%
COc1ccc(NC(=O)Cn2c3ccccc3c3nc4n(c(=O)c32)CCS4)cc1,-7%,-8%,-6%,-20%,?,/,-2%,?,?,1%,9%
CN1C(C(=O)N2CCC3(CC2)OCCO3)=CC(c2ccc(F)cc2)=NS1(=O)=O,3%,2%,-3%,0%,6%,-8%[0.46 µM],?,-3%,16,0%,-2%
O=c1c2ccccc2nc(Cc2ccccc2)n1-c1ccccc1,-4%,26%,?,33%,-4%,-2%,1%,?,8,-19%,?
Cc1ccc(-n2c(C)nc3ccccc3c2=O)c(C)c1,2%,-22%,-1%,-3%,/,-5%,/,1%,30,0%,9%
C=CCc1cc(C=C2C(=O)N(C)C(=O)N(C)C2=O)cc(OCC)c1OCc1ccccc1,?,-5%,-4%,-3%,-4%,-3%,-15%[11.5 µM],-3%,10,-1%,-2%
O=[N+]([O-])c1ccc(N2CCCC2)cc1N/N=C1\CN2CCC1CC2,-17%,-19%,-7%,22%,-1%,3%,?,?,0,2%,0%
O=C1NC(=O)C(CCc2ccncc2)(CCc2ccccn2)C(=O)N1c1ccc(Br)cc1 (stereo not given),1%,2%,-12%,0%,7%,-6%,1%,2%,-6,-1%,-1%
COc1ccc(NS(=O)(=O)c2ccc(OCC(=O)N3CCN(C)CC3)cc2)cc1Cl,1%,-4%,2%,44%,/,-7%,-1%,-4%,1,-2%,6%
O=c1[nH]c(=O)n(CCc2ccccc2)c(O)c1C=NC1CC1,-4%,10%,1%,26%,/,-3%,9%,1%,1,1%,3%
COCCCN=Cc1c(O)[nH]c(=S)[nH]c1=O,1%,-6%,-2%,7%,1%,3%,0%,8%,-4,-2%,3%
COc1ccc(C(=O)C2CCCN(Cc3ccc(F)cc3F)C2)cc1F (stereo not given),-4%,2%,3%,2%,6%,-2%,-1%,-4%,-19,-2%,-7%
O=C(OCC(=O)N1CCN(c2ccccc2)CC1)c1cnc(Cl)c(Cl)c1,2%,-6%,4%,17%,0%,1%,57%[activator],1%,/,-9%,-3%
CC(C)CCNC(=O)c1cc(C(=O)c2cc(Br)ccc2O)cn(CCC(C)C)c1=O,-15%,-10%,-8%,27%,14%,-4%,11%,-5%,-15,-10%,2%
CCCCn1c(N)c(C(=O)NCc2cccs2)c2nc3ccccc3nc21,-3%,-8%,-2%,12%,?,0%,24%,23µM*,-4,3%,-10%
O=c1c2ccccc2nc(Cc2ccccc2)n1-c1cccc(O)c1,7%,0%,0%,27%,-14%,5%,2%,-6%,-8,0%,1%
O=c1[nH]c(=S)n(-c2ccccc2)c(O)c1/C=N/N1CCOCC1,-12%,3%,-8%,1%,-2%,-3%,-13%,9%,6,-2%,1%
Clc1ccc2c(c1)C(c1ccccc1Cl)=NCc1nnc(N3CCN(CCOc4ccccc4)CC3)n1-2,13µM*,-21%,-2%,?,?,-1%,-16%,?,?,-1%,-10%
CCCCCCC(=O)N/N=C/c1c(O)n(C(C)CC)c(=S)[nH]c1=O (stereo not given),1%,?,-9%,10µM*,/,0%,/,?,-18,0%,-1%
O=[N+]([O-])c1ccc(C2[C@H]3C(c4ccccc4)=NC4(CCCCC4)N23)cc1 (stereo not given in full),1%,-23%,-8%,-24%,-13%,3%,?,-23%,-18,1%,-5%
O=C(NC1CN2CCC1CC2)c1ccc(-c2ccc([N+](=O)[O-])cc2)o1 (stereo not given),4%,?,2%,-2%,-4%,15%,?,7%,-10,-4%,-2%
NC1CCc2cc(O)c(O)cc2C1 (stereo not given),-5%&2%,/,5%[46.1 µM],/,3%,/,/,-10%,-1,-29%,6%[46.1 µM]
CCOC(=O)c1nsnc1NCCCl,-2%,-12%,-3%,-10%,20%,3%,7%,5%,-22,-3%,-2%
O=C(CCc1nnc2ccc(NCc3ccccc3Cl)nn12)N1CCC2(CC1)OCCO2,-4%,8%,2%,-1%,-10%,/,-3%,0%,4,-2%,-1%
COc1cc(OC)c(OC)cc1C=O,/,3%&8%,/,4%&10%,4%,/,/,?,19,/,/
Nc1ccnn1C1CCNCC1,0%,2%,-5%,1%,37%[activator],-47%,-6%,4%,8,2%,0%

# These rows are one share of the data; the hit share may differ from the screen's.
